# hK5 inh = human KLK5 protease inhibitors, primary screen, biochemical, 1536-well; Kallikrein-5 (Homo sapiens), Q9Y337; recombinant hK5, fluorogenic AMC substrate cleavage; inhibition, % at 5 µM; actives 0.59% (n = 210,000); AID 873, 2007;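 active = inhibition of 40% or more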;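 also: 0% = enzyme controls without compound and 100% = no-enzyme blanks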
# Rad51 HR inh = human RAD51 strand exchange inhibitors, primary screen, biochemical, fluorescence. hRad51 DNA strand exchange, fluorescence dequenching. inhibition, % at 10 µM. actives 0.085% (n = 200,000). AID 1385, 2008;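 active = inhibition above 40% at the single screening dose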;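 also: 0% = DMSO control wells and 100% = blanks with heterologous ssDNA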
# Target sequence (Q06609 whole entry, looked up): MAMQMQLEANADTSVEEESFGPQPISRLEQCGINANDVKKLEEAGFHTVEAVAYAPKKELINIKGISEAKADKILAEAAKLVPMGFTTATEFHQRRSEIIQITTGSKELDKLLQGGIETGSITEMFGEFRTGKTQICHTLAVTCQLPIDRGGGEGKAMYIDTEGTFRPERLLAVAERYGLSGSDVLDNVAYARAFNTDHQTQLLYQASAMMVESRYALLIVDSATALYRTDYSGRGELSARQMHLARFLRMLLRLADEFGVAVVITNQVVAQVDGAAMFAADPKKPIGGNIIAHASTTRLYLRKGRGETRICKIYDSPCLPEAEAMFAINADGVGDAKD
#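 Test system: preformed human Rad51 ssDNA filaments; also added: Donor/quencher-labelled 47-bp dsDNA substrate; doses: 10 µM final, single point; times: 37 °C 15-min filament assembly, 30-min compound preincubation, 15-min exchange; detection: FRET fluorescence dequenching, excitation 485 nm, emission 520 nm; read-out basis: Fluorescence-based percent inhibition, control- and blank-normalised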
# p97 inhibitor = inhibitors of human p97 ATPase, primary screen, biochemical. Transitional endoplasmic reticulum ATPase (Homo sapiens), P55072. recombinant p97 ATPase, Kinase-Glo ATP luminescence, 3 h. inhibition, % at 8 µM. actives 0.42% (n = 220,000). AID 1481, 2009; in the data active = inhibition above about 15%;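 also: 0% = DMSO vehicle and 100% = wells lacking enzyme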
# Mdm2 ligase inh = MDM2-luciferase reporter signal enhancers, primary screen, MDM2 E3 ligase inhibitor project, cell-based, luminescence, 1536-well. E3 ubiquitin-protein ligase Mdm2 (Homo sapiens), Q00987. cell-based MDM2 ubiquitination luciferase reporter, 2 h; 0 = plate control, 100 = twice control, blank-subtracted. signal enhancement, % at 5 µM. actives 0.11% (n = 210,000). AID 1230, 2008;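 active = signal enhancement of 30% or more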;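 also: luminescence tracks abundance of the self-degrading MDM2-luciferase fusion protein; higher signal means inhibition of MDM2 E3 ligase activity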
#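 Timing – 2 h compound exposure at 37 °C · Assay system – mammalian cells stably expressing self-ubiquitinating, self-degrading MDM2 E3–luciferase fusion · Amount – 2000 cells seeded into each well · Measure – % luminescence enhancement versus blank-corrected plate control mean · Measured by – SteadyLite luminescence, 15 min reagent step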
# 14-3-3 Bad PPI = inhibitors of 14-3-3 zeta/Bad binding, primary screen, biochemical, TR-FRET, bovine 14-3-3 zeta | 14-3-3 protein zeta/delta (Bos taurus), P63103 | TR-FRET 14-3-3zeta/Dy647-pBad peptide displacement, 1 h | inhibition, % at 21.7 µM | actives 0.71% (n = 220,000);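 active = inhibition above about 70%, limit read from the data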;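 also: 0% = full 14-3-3 plus peptide FRET controls and 100% = background without 14-3-3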
# FXIIa inh 1536 = human FXIIa protease inhibitors, primary screen, biochemical, 1536-well; Coagulation factor XII (Homo sapiens), P00748; purified FXIIa, Boc-QGR-AMC fluorogenic substrate, 2 h; inhibition, % at 5 µM; actives 0.3% (n = 220,000); AID 800, 2007; in the data active = inhibition above about 40%;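 also: 0% = enzyme with no compound and 100% = blank without enzyme; many of its hits are not listed in these tables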
# eIF4E-4G inh = eIF4E–eIF4G protein interaction inhibitors, primary screen, biochemical, uHTS, TR-FRET, eIF4GI fragment; Eukaryotic translation initiation factor 4E (Mus musculus) + Eukaryotic translation …; TR-FRET eIF4E-eIF4GI(517-606) binding, 2 h; inhibition, % at 21.7 µM; actives 0.37% (n = 220,000);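 active = inhibition above about 30%, limit read from the data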;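 also: 0% = full FRET control wells and 100% = background wells lacking eIF4GI fragment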
# FXIa inh = human FXIa protease inhibitors, primary screen, biochemical, 1536-well | Coagulation factor XI (Homo sapiens), P03951 | purified FXIa, Boc-Glu-Ala-Arg-AMC fluorogenic substrate | inhibition, % at 5 µM | actives 0.14% (n = 220,000) | AID 798, 2007;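 active = inhibition of at least 40%; inactive = inhibition below 40%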;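 also: fluorescence of freed AMC excited at 355 nm; 0% = enzyme without compound and 100% = no enzyme blank; many of its hits are not listed in these tables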
# Wee1 degr inh = Wee1 degradation inhibitors, primary screen, cell-based, HeLa, Wee1K328M-luciferase, luminescence | reporter increase, % at 5 µM | actives 1.2% (n = 220,000) | Wee1-like protein kinase (Homo sapiens), P30291 | AID 1321, 2008 | HeLa Luc-Wee1K328M stability; 100% = proteasome inhibitor MG132 effect;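 active = activation above the mean of all tested compounds plus 3 SD, set per screening run, cut at about 8.8% in these data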;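 also: cells exposed to compound for 20 h before luminescence read; 0% = DMSO alone and 100% = MG132 at 30 µM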
# Target sequence (P30291 whole entry K328M): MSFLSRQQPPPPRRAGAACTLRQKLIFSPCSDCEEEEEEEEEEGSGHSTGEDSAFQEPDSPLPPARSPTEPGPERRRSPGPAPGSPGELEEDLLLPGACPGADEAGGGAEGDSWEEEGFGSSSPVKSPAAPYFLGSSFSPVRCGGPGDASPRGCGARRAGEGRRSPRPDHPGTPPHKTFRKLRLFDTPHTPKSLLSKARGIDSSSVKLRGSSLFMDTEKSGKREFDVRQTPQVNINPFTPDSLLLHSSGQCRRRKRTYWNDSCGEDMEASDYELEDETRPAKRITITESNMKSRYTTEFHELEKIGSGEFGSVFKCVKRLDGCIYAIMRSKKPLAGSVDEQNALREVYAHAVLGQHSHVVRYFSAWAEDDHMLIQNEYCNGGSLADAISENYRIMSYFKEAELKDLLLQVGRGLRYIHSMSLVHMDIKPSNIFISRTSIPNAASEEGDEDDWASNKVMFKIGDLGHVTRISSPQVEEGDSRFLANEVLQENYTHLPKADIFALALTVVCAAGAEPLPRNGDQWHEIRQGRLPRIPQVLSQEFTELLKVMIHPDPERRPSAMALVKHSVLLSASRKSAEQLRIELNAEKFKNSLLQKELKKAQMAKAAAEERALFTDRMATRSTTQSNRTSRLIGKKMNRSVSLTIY
# * marks the source's active call; other numbers are inactive results; x = not tested or not shown; [ ] = another dose, or the depositor's remark. An unsorted share of the library, and some 3.5% of all compounds hit somewhere here.
SMILES,hK5 inh,Rad51 HR inh,p97 inhibitor,Mdm2 ligase inh,14-3-3 Bad PPI,FXIIa inh 1536,eIF4E-4G inh,FXIa inh,Wee1 degr inh
Cc1ccccc1NC(=O)C1CCCN(S(=O)(=O)c2cccc3cccnc23)C1 (stereo not drawn),-2,1,3,-5,4,16,-2,5,-1
Cc1cccc(NC(=O)COC(=O)c2ccc3c(c2)OCO3)c1C,-1,2,0,-8,-5,4,-1,-4,-2
COc1ccccc1-n1c(-c2cccnc2)n[nH]c1=S,5,9,0,-13,-17,3,0,-1,2
Cc1nn(-c2ccccc2)c(C)c1NS(=O)(=O)c1ccccc1,-7,0,1,-5,-12[fluorescence artefact?],24,3,5,3
Cc1cccc(S(=O)(=O)N/N=c2\sc3ccccc3n2C)c1,2,x,2,-7,-7,10,2,2,-1
COCCCn1c(SCC(=O)Nc2ccc(C(=O)OC)cc2)nc2ccccc2c1=O,-10,0,5,-2,0,15,0[fluorescence artefact?],3,-1
COC(=O)c1c(NC(=O)C2CCC2)sc(C(=O)N(C)C)c1C,-19,-2,-5,-16,-4,7,1,12,0
COc1ccccc1Cn1cccc1C=O,-11,3,0,-3,-7,4,-4,-6,-3
C=CCNC(=O)NC(=O)COC(=O)C(C)Oc1ccc(Cl)cc1Cl (stereo not drawn),2,4,1,-11,-13,8,-2,-1,3
COCC(C)NS(=O)(=O)c1ccccc1 (stereo not drawn),23,-9,-2,-91,5,39,1,33,-3
CCOc1ccc(OCc2nnc(SCC(=O)NC3CCS(=O)(=O)C3)n2-c2ccc(Cl)cc2)cc1 (stereo not drawn),-10,-17,-1,0,1[fluorescence artefact?],4,-1,-1,-2
CCOc1ccc(C(=O)NC2CCN(S(=O)(=O)CC)CC2)cc1,2,-7,7,5,-7,10,-7,2,-3
N#Cc1c(N)n(CCOC(=O)c2cccc([N+](=O)[O-])c2)c2nc3ccccc3nc12,-18,5,-2,-14,-3,16,8,2,-2
Cc1ccc(Cl)c2c1=NC(=O)C=2c1[nH]c(=S)[nH]c1O,-8,-5,2,-10,-16,13,2,1,0
O=C(CCSCc1ccccc1F)NCCc1ccccc1,-6,-2,2,-15,-7,-5,-4,0,1
COc1ccc(CC(=O)Nc2ccc(-c3nnc(-c4ccc(C)cc4)o3)cc2)cc1,5,x,3,-8,59[fluorescence artefact?],4,12,-1,-1
CN(C)CCn1c(=S)[nH]c2ccc(Cl)cc2c1=O,x,x,3,7,-10,6,-2,-5,0
COC(=O)N/N=C/c1cc(Cl)cc(Cl)c1OCc1ccccc1,-9,12,-1,-2,-6,3,-1[fluorescence artefact?],2,2
COc1ccc(C(=O)Nc2cccc(C)c2)cc1S(=O)(=O)N1CCOCC1,-1,3,-4,-11,-7[fluorescence artefact?],0,-4,-6,-1
c1ccc(Cn2nnnc2CN2CCCC2)cc1,5,-2,-4,-3,22[fluorescence artefact?],9,-2[fluorescence artefact?],5,-3

# Profiles from above.
# Cc1ccc(Cl)c2c1=NC(=O)C=2c1[nH]c(=S)[nH]c1O in the list: hK5 inh: -8; Rad51 HR inh: -5; p97 inhibitor: 2; Mdm2 ligase inh: -10; 14-3-3 Bad PPI: -16; FXIIa inh 1536: 13; eIF4E-4G inh: 2; FXIa inh: 1; Wee1 degr inh: 0
# COC(=O)c1c(NC(=O)C2CCC2)sc(C(=O)N(C)C)c1C in the list: hK5 inh: -19; Rad51 HR inh: -2; p97 inhibitor: -5; Mdm2 ligase inh: -16; 14-3-3 Bad PPI: -4; FXIIa inh 1536: 7; eIF4E-4G inh: 1; FXIa inh: 12; Wee1 degr inh: 0

# A draw from above in order of number of heavy atoms, descending:
SMILES,hK5 inh,Rad51 HR inh,p97 inhibitor,Mdm2 ligase inh,14-3-3 Bad PPI,FXIIa inh 1536,eIF4E-4G inh,FXIa inh,Wee1 degr inh
N#Cc1c(N)n(CCOC(=O)c2cccc([N+](=O)[O-])c2)c2nc3ccccc3nc12,-18,5,-2,-14,-3,16,8,2,-2
Cc1ccccc1NC(=O)C1CCCN(S(=O)(=O)c2cccc3cccnc23)C1 (stereo not drawn),-2,1,3,-5,4,16,-2,5,-1
Cc1nn(-c2ccccc2)c(C)c1NS(=O)(=O)c1ccccc1,-7,0,1,-5,-12[fluorescence artefact?],24,3,5,3
COc1ccccc1-n1c(-c2cccnc2)n[nH]c1=S,5,9,0,-13,-17,3,0,-1,2
c1ccc(Cn2nnnc2CN2CCCC2)cc1,5,-2,-4,-3,22[fluorescence artefact?],9,-2[fluorescence artefact?],5,-3
COc1ccccc1Cn1cccc1C=O,-11,3,0,-3,-7,4,-4,-6,-3
COCC(C)NS(=O)(=O)c1ccccc1 (stereo not drawn),23,-9,-2,-91,5,39,1,33,-3

# Remaining list, next part.
SMILES,hK5 inh,Rad51 HR inh,p97 inhibitor,Mdm2 ligase inh,14-3-3 Bad PPI,FXIIa inh 1536,eIF4E-4G inh,FXIa inh,Wee1 degr inh
O=C1/C(=C/c2ccc(O)c(O)c2)SC(=S)N1Nc1ccccc1,x,x,9,-7,8,10,7,3,3
Cc1ccc(OCCNS(=O)(=O)c2cccs2)cc1,-12,-1,6,-1,5[fluorescence artefact?],4,-4,4,-1
Cc1cc(C)c(NC(=O)CSc2nc3[nH]ncc3c(=O)[nH]2)c(C)c1,-2,7,5,-5,-6,6,-1,-5,0
CCOC(=O)CNC(=O)CNC(=O)c1ccc(OC)cc1,-4,1,3,-14,0[fluorescence artefact?],13,12[fluorescence artefact?],-9,-2
CC(CCc1ccccc1)NC(=O)N1CCOCC1 (stereo not drawn),-22,3,10,-6,-21[fluorescence artefact?],12,5[fluorescence artefact?],5,1
COCCNC(=O)c1csc2c1CCCC2,-5,-12,-4,x,-8,-1,-4,-13,-1
OCCNCCCCOc1ccc(OCc2ccccc2)cc1,-15,3,0,-23,-2,-3,9,-3,-1
CCc1ccc(C(C(=O)NC2CCCCC2)N(C(=O)c2ccccn2)c2cccnc2)cc1 (stereo not drawn),-5,-21,9,-1,-3,3,1,-3,1
CCOC(=O)Cn1ncc2c(=O)oc3ccccc3c21,-10,-2,3,4,-4,10,0,-5,4
C/C(=C\C(=O)O)C12CC3CC(CC(C3)C1)C2,-6,-9,2,-1,1[fluorescence artefact?],14,-10[fluorescence artefact?],8,-2
NC(=O)NC(=O)COC(=O)CCCCCNS(=O)(=O)c1ccc2c(c1)OCCO2,0,2,4,-26,-11,5,0,-4,-2
CCOC(=O)N1CCN(C(=O)c2ccc3nc4ccc(Cl)cc4c(=O)n3c2)CC1,-31,-1,-2,-13,10,11,5,-6,1
COc1ccc(CCNC(=O)c2cc(-c3cc(Cl)cc(Cl)c3)oc2C)cc1,-17,-9,-1,-23,-5,20,-12,2,3
CCOC(=O)c1c(-c2ccc(C)o2)csc1NC(=O)CN1CCOCC1,-9,0,-1,-4,2,-7,12,5,6
O=C(Nc1ccc(O)c2c(=O)cc(-c3cccc(Cl)c3)oc12)c1cccc(Cl)c1,34,-3,x,-12,1,6,1,1,x
O=C(CN(c1cccc(Cl)c1)S(=O)(=O)c1ccccc1)NN=C1CCCC1,-6,5,1,-13,-6,5,3,-3,1
CC(C)NC(=O)C(=O)N/N=C/c1ccco1,7,-6,1,-5,8,6,-1,4,0
Cc1ccc(C(=O)NNC(=O)c2ccc3ncccc3c2)cc1,-13,-6,3,-16,4,-1,5,-7,-4
O=C(CSc1nc2[nH]ncc2c(=O)[nH]1)NCc1ccc(F)cc1,-17,7,0,8,-6[fluorescence artefact?],0,4,-5,-5
C/C(=N\NS(=O)(=O)c1ccc(C)c([N+](=O)[O-])c1)c1cccs1,1,-6,2,-2,-2,6,0,-3,3
CCN(C(=O)CSc1nc2ccccc2c(=O)n1CCOC)C1CCS(=O)(=O)C1 (stereo not drawn),2,10,4,-13,-16,7,0,0,0
CC(C)n1nnnc1SCC(=O)NCc1ccco1,-11,1,2,3,13[fluorescence artefact?],8,-2[fluorescence artefact?],1,-1
COC(=O)c1cc(=O)n(Cc2ccc(F)cc2)c(=NCc2ccc(F)cc2)s1,-15,16,1,-11,-9,4,-2,-3,1
COc1ccc(-n2c(Cc3cccn3C)nnc2SCC(=O)NCCc2ccccc2)cc1,-17,1,-4,-12,-6,18,-1,17,0
COc1ccccc1NC(=O)c1c(C)cc(=O)oc1C,3,-9,-4,-14,0,0,5,-2,2
c1ccc(-c2noc(-c3ccco3)n2)nc1,32,-5,-8,-21,2,-4,-5,14,-1
CC(C)CCN1CCN(Cc2cc(F)ccc2-n2cccn2)CC1CCO (stereo not drawn),-8,-2,-2,-15,-8,6,-1,2,-1
CCc1ccc2[nH]c(=O)c(CN(CCN(CC)CC)C(=O)Nc3ccccc3OC)cc2c1,-8,6,-5,14,9,-6,6,2,0
C=CCn1c(SCC(=O)Nc2sccc2C(N)=O)nc2sc(CC)cc2c1=O,-11,0,2,-9,-2,6,-1,-1,0
CN(/N=C/c1ccncc1)c1cnc2ccccc2n1,1,9,-4,-21,2,9,-4,1,10.0*
Oc1c(CN2CCOCC2)ccc2ccccc12,5,0,7,12,31,15,4,2,11*
CC1Cc2ccccc2N1C(=O)C1CCCCN1S(=O)(=O)c1ccccc1 (stereo not drawn),41*,-6,-2,-5,-8[fluorescence artefact?],31,1,14,0
O=C(O)/C=C/C(=O)Nc1ccc(C(=O)c2ccccc2)cc1,1,x,0,-11,3,5,-1,-4,1
O=C(Nc1ccccc1)N1CCSc2ccccc21,-10,29,1,-7,-6,4,-1,-2,-2
COCCN(C(=S)Nc1cccc(OC)c1)C1CCN(C(C)C)CC1,-3,6,8,-8,-3,10,0,-1,5
Cc1cc(NS(=O)(=O)c2ccccc2)no1,-9,-8,0,-15,-1,11,-4,8,2
O=C(Cn1nc(-c2ccccc2)ccc1=O)NCCCN1CCOCC1,3,-3,7,-13,6,17,7,3,4

# Printed as active in hK5 inh, among the entries above:
smiles | hK5 inh | p97 inhibitor | 14-3-3 Bad PPI | FXIIa inh 1536 | eIF4E-4G inh | FXIa inh | Wee1 degr inh
CC1Cc2ccccc2N1C(=O)C1CCCCN1S(=O)(=O)c1ccccc1 (stereo not drawn) | 41* | -2 | -8[fluorescence artefact?] | 31 | 1 | 14 | 0

# From PubChem
